Screening results as filed in PubChem.
Cy5 interf NS3h = counter-screen for HCV NS3 helicase inhibitors: fluorescence interference. Cy5-dT15 DNA with NS3h; actives lie on both sides; signal over control mean, under 1 quenches. fluorescence interference ratio at 100 µM. actives 6% (n = 16,000). AID 720488;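 active = compound fluorescence over control fluorescence at most 0.8, a quencher, or at least a set upper limit, an enhancer; inactive = ratio between 0.8 and the set upper limit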
HCV NS3h FP = hepatitis C NS3 helicase inhibition, primary screen. actives 1.6% (n = 16,000). inhibition, % at 100 µM. NS3h Cy5-dT15 DNA binding, fluorescence polarization;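 active = inhibition above the average over every tested compound plus 3 SD, cut at about 40% in these data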
* marks the source's active call; other numbers are inactive results.

Start of the data: the first 3 entries as a preview:
1) Cc1ccc(C(=O)N/C(=C\c2cccc(Br)c2)C(=O)N2CCCCC2)cc1
2) COc1ccc(N2C(=O)c3ccccc3NC2c2ccc(OC)c(CSc3ccccn3)c2)cc1 (centres undefined)
3) CC(=O)c1ccc(NC(=O)c2sc3ccccc3c2Cl)cc1

entry no. | 1 | 2 | 3
Cy5 interf NS3h | 1 | 0.98 | 1
HCV NS3h FP | -4 | 6 | 5

This part in full, previewed entries included:
1) Cc1ccc(C(=O)N/C(=C\c2cccc(Br)c2)C(=O)N2CCCCC2)cc1
2) COc1ccc(N2C(=O)c3ccccc3NC2c2ccc(OC)c(CSc3ccccn3)c2)cc1 (centres undefined)
3) CC(=O)c1ccc(NC(=O)c2sc3ccccc3c2Cl)cc1
4) O=S1(=O)N=C(Nc2cccc(Cl)c2)c2ccccc21
5) COc1cccc(NC(=O)/C(NC(=O)c2ccccc2)=C2\c3ccccc3-c3ccc([N+](=O)[O-])cc32)c1

entry no. | 1 | 2 | 3 | 4 | 5
Cy5 interf NS3h | 1 | 0.98 | 1 | 0.96 | 1
HCV NS3h FP | -4 | 6 | 5 | 2 | 5

6) O=C(O)c1cc(NC(=O)c2cccc(C(=O)Nc3cc(C(=O)O)cc(C(=O)O)c3)c2)cc(C(=O)O)c1
7) CC(=O)Nc1ccccc1NC(=O)c1cccc(Br)c1
8) Cc1ccc(C)c(C(=O)CSc2ncn[nH]2)c1
9) COc1ccc(C(NC(=O)C(c2ccccc2)c2ccccc2)NC(=O)C(c2ccccc2)c2ccccc2)cc1
10) COc1ccc(N)cc1-n1c(C)ccc1C

entry no. | 6 | 7 | 8 | 9 | 10
Cy5 interf NS3h | 1.1 | 1.1 | 1.1 | 1.1 | 0.4*
HCV NS3h FP | 11 | 3 | 2 | -6 | 4

11) O=C(NCCc1ccccc1)c1nn2c(c1Br)NC(c1ccccc1)CC2C(F)(F)F (centres undefined)
12) Cc1sc2nc(C)n(CCO)c(=O)c2c1C
13) COc1ccc(N2C(=O)NC(=O)/C(=C/c3cc(Br)c(OCCOc4ccccc4OC)c(OC)c3)C2=O)cc1
14) Cc1ccc(C(=O)N/C(=C\c2cccc([N+](=O)[O-])c2)C(=O)N2CCCCC2)cc1
15) O=C(c1ccccc1Br)N1CCN(c2ccc([N+](=O)[O-])cc2Cl)CC1

entry no. | 11 | 12 | 13 | 14 | 15
Cy5 interf NS3h | 0.94 | 1 | 1.1 | 0.95 | 0.82
HCV NS3h FP | 4 | 3 | 14 | 4 | 19

16) CC(=O)Oc1ccc2c(=O)c(-c3nc4ccccc4[nH]3)c(C)oc2c1
17) CCC(=O)N1CCN(c2ccc(C(=O)c3ccccc3)cc2F)CC1
18) CN(C)c1ccc(C2C(=C(O)c3ccc(F)cc3)C(=O)C(=O)N2CCCCCC(=O)O)cc1 (centres undefined)
19) COC(=O)CNC(c1ccccc1)c1cc(Br)ccc1NC(=O)CCCNC(=O)OCc1ccccc1 (centres undefined)
20) COc1ccc(N(CC(=O)Nc2ccc(C(C)C)cc2)S(C)(=O)=O)c(OC)c1

entry no. | 16 | 17 | 18 | 19 | 20
Cy5 interf NS3h | 1 | 1.1 | 0.99 | 0.96 | 1
HCV NS3h FP | 34 | -3 | -3 | 13 | 18

21) Cc1cccc(NC(=O)COc2ccccc2)n1
22) CC(C)(C)NC(=S)NC12CC3CC(CC(C3)C1)C2
23) COc1cccc(C(=O)Nc2ccc(Br)cn2)c1
24) CN1CCOCCOCCN(C)C(=O)N2CCOCCOCCN(CCOCC2)C1=O
25) CCOc1cc(/C=C2\C(=O)N(c3ccc(S(N)(=O)=O)cc3)N=C2C)ccc1O

entry no. | 21 | 22 | 23 | 24 | 25
Cy5 interf NS3h | 1 | 0.97 | 0.95 | 1.1 | 0.98
HCV NS3h FP | 0 | 14 | 5 | 0 | 14

26) CCOC(=O)c1ccc(NS(=O)(=O)c2cc(-c3nnnn3C)ccc2OC)cc1
27) COc1ccc(C(C)(C#N)CC#N)cc1 (centres undefined)
28) CN(C)c1ccc(/C=C(\NC(=O)c2ccccc2)C(=O)NCc2ccncc2)cc1
29) CCOc1ccccc1NC(=O)CN(c1ccc(OC)c(Cl)c1)S(C)(=O)=O
30) COC(=O)c1ccc(-c2ccc(C=C3C(=O)N(C)C(=O)N(C)C3=O)o2)cc1

entry no. | 26 | 27 | 28 | 29 | 30
Cy5 interf NS3h | 0.94 | 1 | 0.85 | 1 | 0.92
HCV NS3h FP | 7 | -14 | 16 | 16 | -2

31) O=C1c2cccc3cccc(c23)C(=O)N1CCCCO
32) CCCSc1nnc(NC(=O)Nc2ccc(Cl)cc2)s1
33) N#C/C(=C/c1ccc(-c2ccc(C(=O)O)c(Cl)c2)o1)C(=O)Nc1ccccc1
34) O=C(NCC1CCS(=O)(=O)C1)OC1CCCCC1 (centres undefined)
35) COc1ccc(C(=O)N2CCN(Cc3ccccc3)CC2)cc1[N+](=O)[O-]

entry no. | 31 | 32 | 33 | 34 | 35
Cy5 interf NS3h | 1 | 1 | 0.98 | 1 | 0.96
HCV NS3h FP | 0 | 10 | 16 | -1 | -6

36) COc1cc(SC)ccc1C(=O)N1CCCC(C)C1 (centres undefined)
37) O=C(NC(=S)Nc1ccc(N2CCOCC2)c(Cl)c1)c1ccco1
38) COc1ccc(C(=O)Nc2ccccc2C(=O)NC(C(=O)Nc2cccc(C)c2)C(C)C)cc1 (centres undefined)
39) CN(C)c1ccc(/C=C2\SC(=S)NC2=O)cc1Br
40) COc1ccc(S(=O)(=O)N(CC(=O)N2CCCC2)c2ccc(C)cc2)cc1OC

entry no. | 36 | 37 | 38 | 39 | 40
Cy5 interf NS3h | 1.1 | 0.95 | 1.1 | 0.95 | 1
HCV NS3h FP | 5 | 8 | -8 | 39 | 5

41) O=C(Nc1ccc(Cl)cn1)c1ccc(OCc2ccccc2)cc1
42) COc1ccc(CO/N=C(\N)c2nonc2N)cc1[N+](=O)[O-]
43) O=C1/C(=C/c2cn(-c3ccccc3)nc2-c2ccco2)SC(=S)N1C1CCS(=O)(=O)C1 (centres undefined)
44) COc1ccc(C(=O)c2ccc(Cl)cc2)c2ccccc12
45) COc1ccc(C2Nc3ccccc3C(=O)N2Cc2ccccc2)cc1Cn1nc(C)c([N+](=O)[O-])c1C (centres undefined)

entry no. | 41 | 42 | 43 | 44 | 45
Cy5 interf NS3h | 1 | 0.96 | 0.99 | 1 | 0.98
HCV NS3h FP | 12 | 0 | 10 | 14 | 3

46) COc1ccc(CN2CCN(Cc3ccc(OC)c(OC)c3OC)CC2)c(OC)c1
47) COc1ccc(N2C(=O)CC(Cc3ccc(Cl)cc3)C2=O)cc1 (centres undefined)
48) NC(=O)SCC(=O)Nc1ccccc1O
49) O=C(Nc1ccc2c(c1)OCO2)c1nn2c(c1Cl)NC(c1cccs1)CC2C(F)(F)F (centres undefined)
50) COc1ccc(-n2cnc3cc(Nc4nnc(C)c5ccccc45)ccc32)cc1

entry no. | 46 | 47 | 48 | 49 | 50
Cy5 interf NS3h | 1.1 | 0.69* | 0.98 | 0.99 | 0.74*
HCV NS3h FP | -1 | 21 | 0 | 16 | 5

51) CC(C)CC(NC(=O)c1ccco1)C(=O)O (centres undefined)
52) O=C(Nc1ccccc1)Nc1nnc(C23CC4CC(CC(C4)C2)C3)s1
53) CCCCOc1ccc(C(=S)N2CCOCC2)cc1
54) NC(=O)C(=O)NCc1ccc(Cl)cc1
55) Cc1ccc(-c2cc(NC(=O)c3ccncc3)n[nH]2)cc1

entry no. | 51 | 52 | 53 | 54 | 55
Cy5 interf NS3h | 1 | 0.92 | 1.1 | 0.65* | 0.96
HCV NS3h FP | 3 | 13 | 0 | 3 | -4

56) COc1ccc(N(CC(=O)N2CCCC2)S(C)(=O)=O)c(OC)c1
57) COc1ccc(S(=O)(=O)N2CCN(C(=O)c3ccco3)CC2)cc1
58) CCOc1cc(OCC)cc(C(=O)Nc2ccc(F)c([N+](=O)[O-])c2)c1
59) COc1cc(C2NC(=O)NC(C)=C2C(=O)Nc2ccc(C)cc2)ccc1O (centres undefined)
60) CCOc1cc(OCC)cc(C(=O)Nc2ccc([N+](=O)[O-])cc2)c1

entry no. | 56 | 57 | 58 | 59 | 60
Cy5 interf NS3h | 1.1 | 1.1 | 1.1 | 0.97 | 0.99
HCV NS3h FP | 1 | 4 | 16 | 0 | 5

61) Cc1ccc(C(C)C)c(OCc2nnc(NC(=O)Nc3ccc(Cl)cc3)s2)c1
62) O=C(Nc1cc([N+](=O)[O-])ccc1F)c1ccccc1Br
63) O=C(c1ccccc1Cl)N1N=C(c2ccc(Cl)cc2)CC1(O)C(F)(F)F (centres undefined)
64) COc1ccccc1CC(=O)N1CCc2ccccc21
65) CCOC(=O)c1ccc(-c2ccc(/C=C3/SC(=S)N(CC(=O)O)C3=O)o2)cc1

entry no. | 61 | 62 | 63 | 64 | 65
Cy5 interf NS3h | 1.1 | 1 | 0.98 | 1.1 | 0.84
HCV NS3h FP | 2 | 6 | 6 | 8 | 37

66) Cc1ccc(N2C(=O)/C(=C/c3cc(C)n(-c4cccnc4)c3C)C(=O)NC2=S)cc1C
67) CC1=C(C(=O)Nc2ccc(Cl)cc2)C(c2cccc([N+](=O)[O-])c2)NC(=S)N1 (centres undefined)
68) CN(C)c1ccc(/C=C/C(=O)/C=C/c2ccc(N(C)C)cc2)cc1
69) Cc1ccc(-c2nc3sccn3c2NC(=O)c2ccc(Cl)cc2)cc1
70) CCCC1(O)CC(c2ccccc2)N(C)C(c2ccccc2)C1C (centres undefined)

entry no. | 66 | 67 | 68 | 69 | 70
Cy5 interf NS3h | 1.1 | 0.95 | 0.98 | 0.89 | 0.92
HCV NS3h FP | 1 | 7 | 6 | 23 | -17

71) COc1ccc(C)cc1NC(=O)Cn1cnc2c1c(=O)n(C)c(=O)n2C
72) Cc1ccc(S(=O)(=O)N2CCC(=O)C(C)C2)cc1 (centres undefined)
73) NC(=O)C1CCN(C(=O)c2cccc(I)c2)CC1
74) COc1ccc(N(CC(=O)NC(C)(C)C)S(=O)(=O)c2ccc(C)cc2)cc1OC
75) COc1ccc(/C=C/C(=O)n2nc(C)cc2C)cc1

entry no. | 71 | 72 | 73 | 74 | 75
Cy5 interf NS3h | 1.1 | 0.74* | 1.1 | 0.94 | 1
HCV NS3h FP | -19 | 17 | 4 | 0 | 12

Part of the list above, tab-delimited.
entry	mol	Cy5 interf NS3h	HCV NS3h FP
73	NC(=O)C1CCN(C(=O)c2cccc(I)c2)CC1	1.1	4
74	COc1ccc(N(CC(=O)NC(C)(C)C)S(=O)(=O)c2ccc(C)cc2)cc1OC	0.94	0
75	COc1ccc(/C=C/C(=O)n2nc(C)cc2C)cc1	1	12

Next section.
76) CN1C2=CC=CC=CC2=[N+](C)C12C=CC(=[N+]([O-])[O-])C=C2[N+](=O)[O-] (centres undefined)
77) Cc1ccc(-c2nc(-c3cccc([N+](=O)[O-])c3)no2)cc1
78) Cc1ccc(NC(=O)/C=C\C(=O)O)cc1C
79) COc1ccc(NC(=O)c2ccc(CSc3ccc(Br)cc3)cc2)cc1
80) O=C1S/C(=C\c2ccc(Br)o2)C(=O)N1c1ccc(Cl)cc1

entry no. | 76 | 77 | 78 | 79 | 80
Cy5 interf NS3h | 1.1 | 1.1 | 1 | 1.1 | 0.91
HCV NS3h FP | 6 | -8 | 1 | 4 | 4

81) O=C(COc1ccc(Cl)cc1)Nc1ccc(-c2nc3ccccc3o2)c(O)c1
82) CCOC(=O)C1=C(C)NC(C)=C(C(=O)OCC)C1c1ccc(OCC(N)=O)cc1
83) CCCCn1c(=S)[nH]c2ccccc21
84) O=C(NCc1ccco1)c1cnn2c1NC(c1ccccc1)CC2C(F)(F)F (centres undefined)
85) CCOc1ccc(NC(=O)CSc2nc3ccccc3c(=O)n2-c2ccccc2)cc1

entry no. | 81 | 82 | 83 | 84 | 85
Cy5 interf NS3h | 1 | 0.98 | 0.91 | 0.95 | 0.96
HCV NS3h FP | 4 | 4 | -5 | 18 | 13

86) CC(C)CNC(=O)c1cccc(NC(=O)Cc2ccc(Cl)cc2)c1
87) O=C(c1nn2c(c1Cl)NC(c1ccc(F)cc1)CC2C(F)(F)F)N1CCN(Cc2ccccc2)CC1 (centres undefined)
88) Cc1ccc(-c2nc3c(C)cccn3c2NC(=O)c2ccccc2)cc1
89) N/C(Cc1ccc([N+](=O)[O-])cc1)=N/OC(=O)c1cccc(Br)c1
90) COC(=O)C1=C(C)N=c2s/c(=C/c3ccc(-c4cccc([N+](=O)[O-])c4)o3)c(=O)n2C1c1ccc(OC(C)=O)cc1 (centres undefined)

entry no. | 86 | 87 | 88 | 89 | 90
Cy5 interf NS3h | 1.1 | 0.98 | 0.99 | 1 | 0.91
HCV NS3h FP | -10 | 11 | 9 | 17 | 9

91) O=C1NC(=O)C(=Cc2ccccc2OCCOc2ccccc2)C(=O)N1
92) O=C(Nc1cccnc1)C1COc2ccccc2O1 (centres undefined)
93) COc1ccc(CN2CCN(Cc3ccc(C)cc3)CC2)cc1OC
94) Cc1ccc(N2C(=O)NC(=O)/C(=C\c3ccc(N(C)C)c(Br)c3)C2=O)cc1
95) COc1ccc(Cc2noc(-c3ccc(OC)c(OC)c3)n2)cc1

entry no. | 91 | 92 | 93 | 94 | 95
Cy5 interf NS3h | 1 | 1.1 | 1 | 1 | 1
HCV NS3h FP | 30 | -4 | -9 | 19 | 3

96) COc1ccc(C(=O)O/N=C(/N)Cc2ccc(Cl)cc2Cl)cc1
97) COC(=O)CN(c1ccc(C)cc1C)S(=O)(=O)c1ccccc1
98) O=C(NCCN1CCOCC1)c1ccc(Cl)cc1[N+](=O)[O-]
99) O=c1c2ccccc2nc(/C=C/c2c[nH]c3ccccc23)n1-c1cccc([N+](=O)[O-])c1
100) COc1ccc(OC(C)C(=O)Nc2ccc([N+](=O)[O-])cc2OC)cc1 (centres undefined)
101) CCN(CC)C(=O)c1ccccc1NC(=O)c1ccccc1
102) Cc1ccc(N2C(=O)CC(Sc3ncccn3)C2=O)cc1 (centres undefined)
103) CC(C)(C)OC(=O)COc1ccc2cc(-c3nc4ccccc4s3)c(=O)oc2c1

entry no. | 96 | 97 | 98 | 99 | 100 | 101 | 102 | 103
Cy5 interf NS3h | 1 | 0.92 | 1.1 | 0.88 | 1 | 1.1 | 1.1 | 1
HCV NS3h FP | 21 | -4 | 0 | 0 | 12 | 2 | 0 | -3
